Assay outcomes deposited in PubChem by National Center for Advancing Translational Sciences (NCATS).
TRHR agonist – agonists of human TRH receptor | TRHR cells, calcium flux fluo-8, FDSS agonist mode | AID 493084 | 0.18% of 360,000 active | activation, % at 2 µM | P34981; also: 0% is about no effect
Target sequence (P34981 whole entry, looked up): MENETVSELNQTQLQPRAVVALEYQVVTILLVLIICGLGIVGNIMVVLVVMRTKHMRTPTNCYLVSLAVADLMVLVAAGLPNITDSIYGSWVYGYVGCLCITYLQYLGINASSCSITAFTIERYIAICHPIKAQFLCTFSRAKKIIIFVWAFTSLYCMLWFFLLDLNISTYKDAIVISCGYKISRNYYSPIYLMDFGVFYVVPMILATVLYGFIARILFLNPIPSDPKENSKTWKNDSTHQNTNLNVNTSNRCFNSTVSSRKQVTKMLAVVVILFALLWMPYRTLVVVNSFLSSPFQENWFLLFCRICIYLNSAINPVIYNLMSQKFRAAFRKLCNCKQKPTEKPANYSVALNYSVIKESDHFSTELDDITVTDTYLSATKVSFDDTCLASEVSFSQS
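Read-out: compound-evoked intracellular calcium rise in TRHR cells, fluo-8 dye, kinetic FDSS fluorescence at 1 s/cycle following a 10-cycle baseline. Cells cultured overnight before dye loading (30 min–1.5 h, RT).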
D1 PAM – human D1 dopamine receptor positive modulation; HEK293 TREx D1 cells, calcium flux, dopamine EC20 potentiation; 0.036% of 360,000 active; potentiation, % at 10 µM; P21728; in the data active = potentiation above about 30%; also: 0% is about no effect
D2 antag – antagonists of human D2 dopamine receptor; P14416; AID 485344; 2% of 340,000 active; HEK293 TREx D2 cells, calcium flux, dopamine EC80; inhibition, % at 10 µM; in the data active = inhibition above about 30%; also: 0% is about no effect
Target sequence (P14416 whole entry, looked up): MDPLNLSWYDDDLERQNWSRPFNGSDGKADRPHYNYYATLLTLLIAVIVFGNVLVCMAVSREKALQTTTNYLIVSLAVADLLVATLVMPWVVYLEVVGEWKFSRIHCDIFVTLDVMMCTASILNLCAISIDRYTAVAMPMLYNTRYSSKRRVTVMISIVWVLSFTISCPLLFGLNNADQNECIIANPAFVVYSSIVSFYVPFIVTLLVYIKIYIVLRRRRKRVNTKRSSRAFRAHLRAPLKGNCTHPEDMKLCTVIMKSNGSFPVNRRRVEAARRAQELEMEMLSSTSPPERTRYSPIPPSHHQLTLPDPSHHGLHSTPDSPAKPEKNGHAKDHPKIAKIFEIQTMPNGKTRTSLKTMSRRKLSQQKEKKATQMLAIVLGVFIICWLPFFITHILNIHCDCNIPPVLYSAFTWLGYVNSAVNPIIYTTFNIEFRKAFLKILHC
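Dopamine at EC80 is the agonist stimulus; test compounds precede it by 180 s. Calcium flux read kinetically in a force-coupled, inducible HEK293 T-REx D2 cell line.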
RXFP1 antagonist – antagonists of human relaxin receptor RXFP1 | Q9HBX9 | HEK293-RXFP1, relaxin-stimulated cAMP HTRF, 30 min; stronger effect = lower value | activity change, negative = inhibition, % at 57.5 µM | 0.59% of 350,000 active | AID 1259400;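 active = activity change of -60% or lower, but not beyond a set lower limit; inconclusive = change between -60% and -40%, or beyond the set limit; inactive = change above -40%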; also: % is scaled to controls: 0 for no effect and ±100 for the full control effect
D2 agonist – agonists of human D2 dopamine receptor. 0.53% of 340,000 active. P14416. activation, % at 2 µM. HEK293 T-REx D2 cells, calcium flux agonist mode;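 active = activation over 3 SD above normal in the single-dose calcium agonist read, cut at about 30% in these data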; also: 0% is about no effect
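Agonism scored from kinetic calcium signal (1 read/sec, 180 s) following compound pin transfer, after a 10 s baseline. Cells: HEK293 Trex line expressing inducible D2 receptor coupled to calcium, dye-loaded after overnight culture at 30 C.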
D1 ag – agonists of human D1 dopamine receptor | activation, % at 2 µM | HEK293 T-REx D1 cells, calcium flux, agonist mode | P21728 | 1% of 360,000 active; also: 0% is about no effect
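Tetracycline-induced HEK293 TREx D1 cells, force-coupled to calcium signalling, were dye-loaded with a no-wash calcium kit. Compound was pin-added after a 10 s baseline. Fluorescence was read kinetically at 1 cycle/s for 180 s, with calcium rises flagged as agonism.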
D2 potentiator – positively modulates the human D2 dopamine receptor allosterically. HEK293 T-REx D2, calcium flux, EC20 dopamine potentiation. potentiation, % at 10 µM. 0.34% of 340,000 active. P14416;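 active = potentiation over 3 SD above the plate norm, cut at about 30% in these data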; also: 0% is about no effect
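Calcium flux readout, no-wash dye, 1 read/s. Inducible HEK293 Trex D2 line, overnight 30 C. Compound alone 180 s (agonist flags), then EC20 dopamine, another 180 s to score potentiation.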
TRHR enhancer – allosteric enhancers of human TRH receptor; TRHR cells, fluo-8 calcium fluorescence, EC20 TRH enhancement; P34981; AID 493056; 0.66% of 360,000 active; enhancement, % at 2 µM; in the data active = enhancement above about 30%; also: 0% is about no effect
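TRHR-expressing cells loaded with fluo-8 calcium dye were read kinetically (ex 480/em 530) during compound addition, then stimulated with an EC20 of TRH (10 nM final). Enhancement of the Gq-mediated intracellular calcium response was scored.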
D1 antag – antagonists of human D1 dopamine receptor. P21728. HEK293 TREx D1 cells, calcium flux, dopamine EC80; stronger effect = lower value. activity change, negative = inhibition, % at 10 µM. 3.2% of 360,000 active. AID 504652; in the data active = activity change below about -30%; also: % is scaled to controls: 0 for no effect and ±100 for the full control effect
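Inducible Hek293 Trex D1 cells (tetracycline, overnight, 30 C). Calcium dye 30–90 min RT. Antagonist mode: EC80 dopamine added after 180 s compound read.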
* marks the source's active call; other numbers are inactive results; ? = inconclusive; nt = not tested or not shown; & = joins results of further samples. Rule as the data show it, unless noted: active = activation above about 30%; inactive = the rest.

The first 3 entries (preview)
Value order – TRHR agonist, D1 PAM, D2 antag, RXFP1 antagonist, D2 agonist, D1 ag, D2 potentiator, TRHR enhancer, D1 antag
O=c1c(Cl)c(N2CCC3(CC2)OCCO3)cnn1C12CC3CC(CC(C3)C1)C2
→ -1.1, -2, nt, -6, nt, 0, -19, -7, 5
CCOC(=O)C1(Cc2cccc(F)c2)CCN(Cc2ccc(COC)o2)CC1
→ -0.1, -3, -3, 1, -0.6, 2, 1, -5, 0
Nc1ccccc1C(=O)NCCCN1CCOCC1
→ 0.3, 0, 22, 2, 0.7, 1, 3, 1, -2

The listing (from the top)
Value order – TRHR agonist, D1 PAM, D2 antag, RXFP1 antagonist, D2 agonist, D1 ag, D2 potentiator, TRHR enhancer, D1 antag
O=c1c(Cl)c(N2CCC3(CC2)OCCO3)cnn1C12CC3CC(CC(C3)C1)C2
→ -1.1, -2, nt, -6, nt, 0, -19, -7, 5
CCOC(=O)C1(Cc2cccc(F)c2)CCN(Cc2ccc(COC)o2)CC1
→ -0.1, -3, -3, 1, -0.6, 2, 1, -5, 0
Nc1ccccc1C(=O)NCCCN1CCOCC1
→ 0.3, 0, 22, 2, 0.7, 1, 3, 1, -2
Cc1ccc(NC(=O)Nc2cccc(Cl)c2)c(C(=O)O)c1
→ -2.5, 0, 1, -5, -0.3, 3, 11, -2, 6
CCCCOc1ccccc1C1NC(=O)CCC1[N+](=O)[O-] (stereo not drawn)
→ 0.1, -3, -12, 1, 1.1, 0, 6, -15, 0
Cc1ccc(C(=O)NCCc2nc3ccccc3[nH]2)cc1[N+](=O)[O-]
→ -1.1, -3, 7, 1, nt, 1, -2, -6, -1
CNC(=O)c1cc(Nc2nnc(C)c3ccccc23)ccc1OC
→ 0.2, 1, -15, -10, -0.5, 0, -4, 12, nt
c1csc(-c2nc3ccccc3s2)c1
→ -0.1, 4, 0, -10, -0.3, 2, 4, 4, 3
COc1cccc(C(C#N)N2CCCCC2)c1O (stereo not drawn)
→ 0.4, -3, 11, -11, 0.2, 6, 7, 0, -1
COc1cc(C(=O)OCC(=O)NC2CCS(=O)(=O)C2)c([N+](=O)[O-])cc1OC (stereo not drawn)
→ -0.3, -3, 3, -5, 0.2, 1, -8, 4, 7
CCCc1c(C(=O)N/N=C/C(C)=C/c2ccccc2)nnn1-c1nonc1N
→ 0.4, 13, -9, 12, 0.2, 5, 2, 7, 8
O=C(O)COc1cccc(/C=C2/SC(=S)N(Cc3ccccc3)C2=O)c1
→ 0.8, -3, -7, -14, -0.6, 3, 14, 6, -1
Cc1ccc(O)c(C(CC(=O)NCc2ccco2)c2ccccc2)c1 (stereo not drawn)
→ -2.9, 0, -2, 4, -2.0, 0, -4, 6, 2
Cc1c(S(=O)(=O)Nc2ccc(Br)cc2)c(=O)n(C)c(=O)n1C
→ 0.3, 3, 2, 1, -0.3, 3, 8, 35*, 12
COc1ccc(S(=O)(=O)N2CCCOC2CNC(=O)C(=O)NCc2ccco2)cc1C (stereo not drawn)
→ -1.4, 4, 9, 3, -2.9, 1, 5, 3, -12
CC(=O)Nc1cc(NC(C)=O)cc(C(=O)OCC(=O)c2ccc3c(c2)NC(=O)CO3)c1
→ -0.1, -1, 6, -5, 1.9, 4, 16, 7, -10
CN1CCC(N(C)CC(C)(C)NS(=O)(=O)c2ccccc2)CC1
→ 0.3, -3, 9, -4, 0.2, 0, -5, -1, -13
O=C(CCN1CCCCC1)c1ccc2c(c1)OCCO2
→ 2.7, -6, -27, -16, 2.2, 3, 6, 0, -11
Cc1ccc(NCc2nc3ccccc3n2C)cc1C
→ -0.1, -1, -3, 8, 0.3, 5, -9, -5, 7
O=c1c(Cl)nc2cc(Cl)ccc2n1CCNc1ncc(C(F)(F)F)cc1Cl
→ 1.3, -6, 1, nt, 0.1, 5, 47*, 2, 1
Cc1ccc(C)c(-n2nnc(C(=O)Nc3ccc(Br)cc3)c2C)c1
→ 0.0, 5, nt, -30, 0.1, 1, 1, 0, -8
COC(=O)COc1ccc(S(=O)(=O)Nc2ccc3c(c2)OCO3)cc1Cl
→ -0.2, -1, -9, 1, -0.1, 8, 10, -8, -10
O=C(c1cc(-c2ccc(Cl)cc2)on1)N(Cc1ccc(F)cc1)Cc1ccco1
→ 2.5, 0, nt, nt, nt, 30*, 7, -1, -39*
COc1cc(OC)c(/C=N/NC(=O)c2ccncc2)cc1Br
→ -0.1, 7, 0, 3, -0.3, -1, nt, 7, 0
O=C(NCC(c1ccco1)N1CCN(c2ccccc2)CC1)C(=O)NC1CCCC1 (stereo not drawn)
→ -0.1, -8, -4, 13, 2.2, 2, -8, 1, -9
CCN(c1cccc(C)c1)S(=O)(=O)c1cnc[nH]1
→ -0.2, 1, -4, 13, -0.4, 0, 3, 5, 1
CC(=O)C1=C(C)N(CC2CC2)C(=O)N[C@H]1c1ccc(Br)cc1
→ -0.7, 5, -14, nt, 0.1, 0, 5, -2, -7
COc1cc(NC(=O)c2cc(-c3cccc(OC)c3)n[nH]2)cc(OC)c1
→ 0.2, 1, nt, ?, 0.3, 1, -16, -2, 3
CCCCc1cc(=O)oc2cc(C)cc(OCC(=O)N[C@@H](CSCc3ccccc3)C(=O)O)c12
→ -0.7, -1, nt, nt, nt, -1, -3, 19, 14
COc1ccc(-n2nnnc2CNC(=O)c2ccc3c(c2)OCO3)cc1
→ -0.2, -2, 23, -8, -0.1, 1, -14, 27, 11
O=C(c1ccco1)N1CCN(Cc2cc(=O)c(OCc3ccccc3F)co2)CC1
→ 0.2, -7, -6, -5, 19, 3, 1, 14, -4
Clc1ccccc1CN1CCN(c2ncccn2)CC1
→ -0.3, -1, 76*, -6, 80*, -3, -39, -7, 4
O=C(Cc1cccs1)Nc1ccccc1C(=O)O
→ -0.3, -4, -15, -5, -0.8, 0, 3, 1, 9
CCOC(=O)c1ccc(-n2ccnc2)c(NC(=O)c2ccc(Cl)cc2)c1
→ 0.1, 2, 1, 7, -0.2, 1, -1, 4, -3
COc1ccccc1/C=C(/CC(=O)NCc1ccc(F)cc1)c1nc2ccccc2s1
→ 0.3, 2, 4, -6, 0.3, 2, -11, -3, 14
COc1ccccc1CNC(=O)CC12CC3CC(CC(Br)(C3)C1)C2
→ -1.5, 2, -14, -1, -0.3, 0, -5, 1, 4
Cc1cccc(C(=O)NNC2=C(C(=O)C(F)(F)F)CCC2)c1O
→ -0.2, -7, -11, 10, 0.2, 3, 3, -2, 4
Cc1cccc(OCC(=O)Nc2nnc(S(=O)(=O)N3CCc4ccccc43)s2)c1
→ -2.3, 6, nt, -11, -0.5, 2, 5, 9, 1
Cc1ccccc1-c1nnn(CC(=O)N2CCN(C(=O)c3ccco3)CC2)n1
→ -0.7, -5, 4, -8, -0.9, 0, -2, -5, -24
CCOCc1c(C(=O)NC2CCCCCC2)oc2ccccc12
→ 1.1, 2, 8, -5, 4.6, 11, -10, -8, -7
COc1ccc(-c2cc(=O)c3c(O)c(OC)c(O)cc3o2)cc1
→ -0.8, -4, -6, nt, 0.0, -4, 9, 1, -4
COc1ccccc1N1CCN(C(=O)C2CCCN(S(=O)(=O)c3ccc4c(c3)CCCN4C(C)=O)C2)CC1 (stereo not drawn)
→ -0.1&0.2, -6&-4, 1, -17&-35, -0.7&-0.2, 7&0, 1&-5, 2&-6, -3&11
COCCNc1cc(C)nc2ccccc12
→ -0.3, 2, 12, -3, 0.1, 2, -1, 5, -6
COc1cc2c3c(c1)C(C)CC(C)(C)N3C(=O)C2=O (stereo not drawn)
→ -0.7, -13, -9, -2, -3.3, 4, 13, 1, 5
CC(=O)c1cc2c(cc1NC(=O)CSc1nc3ccccc3o1)OCO2
→ -0.4, 7, 23, -16, 0.2, 2, 0, 4, -35*
Cc1ccc(Sc2ccc(CN3CCCC3)cc2[N+](=O)[O-])cc1
→ -0.1, 2, 36*, -5, 1.2, 3, -15, 5, 21
Cc1[nH]n(-c2ccccc2)c(=S)c1C=NCCCN=Cc1c(C)[nH]n(-c2ccccc2)c1=S
→ -0.2, 1, 8, ?, 1.7, 5, 12, -1, -14
O=C(O)/C=C/c1cn(-c2ccccc2)nc1-c1cccc([N+](=O)[O-])c1
→ -0.4, 2, -32, -1, 0.2, 0, 8, 9, 2
COC(=O)c1sc(=S)n(-c2cccc(Cl)c2)c1N
→ 0.2, -3, 12, -2, 0.3, -1, -5, -1, -34*
CCN(CC(=O)Nc1ccccc1C(F)(F)F)C(=O)c1ccc2c(c1)NC(=O)CS2
→ -0.1, 0, -5, 0, -1.0, 1, -1, 0, 7

Following part
Value order – TRHR agonist, D1 PAM, D2 antag, RXFP1 antagonist, D2 agonist, D1 ag, D2 potentiator, TRHR enhancer, D1 antag
CCOC(=O)c1cc(-c2ccc(OC)c(S(=O)(=O)Nc3ccc(OC)cc3OC)c2)on1
→ 1.2, -6, nt, ?, 0.5, 4, 1, -3, -14
CC1CCCCC1NC(=O)c1cc2c(s1)CS(=O)(=O)C2 (stereo not drawn)
→ 0.1, 0, -6, -6, -0.9, -3, 5, -4, 15
Cc1nc(N)sc1C(=O)N/N=C/c1ccc([N+](=O)[O-])cc1
→ -0.1, 13, 10, -15, 0.9, 4, 13, -1, 31
S=c1[nH]nc(-c2cc(-c3ccsc3)n[nH]2)n1-c1ccccc1
→ 0.1, 0, 13, -4, 0.5, 0, -4, 1, 3
c1ccc(C2c3[nH]c4ccccc4c3CCN2Cc2cccn2-c2cccnc2)nc1 (stereo not drawn)
→ -0.7, -4, 8, 0, -2.1, 3, 6, 16, -17
COc1ccc(-c2nc(NC(=O)c3[nH]c(C)c(C(C)=O)c3C)sc2C)cc1
→ -0.1, -12, -4, ?, 1.0, 15, 31*, 1, -91*
O=C(NN1C(=O)NC2(CCCCC2)C1=O)c1ccc(-c2ccc([N+](=O)[O-])cc2)o1
→ -0.8, -4, 6, -4, 0.0, 3, -4, -4, -3
CCc1nn(CCCC(=O)NCc2ccccc2Br)c(=O)c2cc3occc3n12
→ -2.1&0.3, -2&8, -14, 8&-4, -0.5&-0.3, 0&0, 10&4, 2&2, 7&11
O=C(Nc1ccccc1)N(O)c1ccc(Cl)cc1
→ 1.6, 3, 3, 5, 1.1, 0, 7, -1, -7
COC(=O)CNC(c1ccccc1)c1cc(Br)ccc1NC(C)=O (stereo not drawn)
→ 0.6, 1, -12, -26, 3.4, 4, -22, 2, -6
CCOC(=O)C1=C(C)NC2=C(C(=O)c3ccccc32)C1c1cccnc1 (stereo not drawn)
→ -0.5, -1, -5, 3, -0.6, 0, 11, -2, -1
O=C(COC(=O)/C=C/c1cccs1)Nc1nc(-c2cccc(Br)c2)cs1
→ 0.1, -3, -9, -15, 0.3, 5, -2, -1, 16
Cc1ccc(-c2cc(C(F)F)nc3sc4c(=O)[nH]cnc4c23)cc1
→ 0.3, -1, -17, 6, 0.5, 2, 1, 0, 11
Cc1ccccc1-c1ncc(CN2CCC(CO)(CCCc3ccccc3)CC2)cn1
→ -1.7, -3, -15, 2, -0.9, 10, 0, 8, -55*
COc1ccc(-c2nn(CCC(=O)O)cc2/C=N/NC(N)=S)cc1
→ 0.0, 4, -9, 4, -0.2, 2, 0, 1, 5
CCC1CCc2c(sc(NC(=O)CSc3nc(-c4ccco4)cc(C(F)(F)F)n3)c2C#N)C1 (stereo not drawn)
→ 1.5, 4, -10, -6, 0.0, 1, -4, 2, -7
